Wnt bcat act = Wnt/beta-catenin pathway activators, primary screen, cell-based, plate reader, single point; Wnt/beta-catenin reporter cell assay, activator; activation, % at 9.35 µM; actives 1.2% (n = 300,000); in the data active = activation above about 30%, passing the limit was not always enough; inconclusive = no clear call, values can overlap the other calls;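 also: 0% = neutral control wells and 100% = positive control wells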
Tat transport = E. coli Tat export inhibitors, primary screen, MC4100, TorA-mCherry reporter, fluorescence, single point; AID 488895, 2010; inhibition, % at 10 µM; actives 0.036% (n = 340,000);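 active = mean replicate inhibition at least 50% and at least half of replicates individually reaching 50%; inconclusive = only one of the two criteria met; inactive = neither criterion met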;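 also: exported cargo escapes ClpAP degradation while cytoplasmic cargo is degraded and loses fluorescence; 0% = median of neutral control wells and 100% = median of NaSCN control wells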
Rtt109 HAT inh = inhibitors of C. albicans Rtt109/Vps75 HAT, primary screen, biochemical, ThioGlo CoA-SH fluorescence, plate reader | Histone acetyltransferase RTT109 (Candida albicans (strain SC5314 / ATCC MYA-2876)), … | purified Rtt109/Vps75, 4 h | inhibition, % at 34.9 µM | actives 0.16% (n = 330,000) | AID 540336, 2011;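 active = inhibition of at least 50% in every replicate; inconclusive = best replicate reaches 50% inhibition but some replicates fall short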
Target sequence (Q5AAJ8 whole entry, looked up): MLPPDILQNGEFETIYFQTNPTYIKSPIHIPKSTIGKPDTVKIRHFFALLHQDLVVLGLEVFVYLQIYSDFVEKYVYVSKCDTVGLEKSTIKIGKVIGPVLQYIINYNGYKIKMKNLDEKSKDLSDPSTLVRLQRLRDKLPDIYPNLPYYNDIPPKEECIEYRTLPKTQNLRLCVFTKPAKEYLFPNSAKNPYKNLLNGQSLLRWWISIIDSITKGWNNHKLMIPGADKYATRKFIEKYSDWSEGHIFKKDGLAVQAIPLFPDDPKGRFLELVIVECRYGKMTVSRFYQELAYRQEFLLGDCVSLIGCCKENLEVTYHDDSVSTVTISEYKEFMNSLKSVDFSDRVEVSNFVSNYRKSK
V-ATPase pHluor = regulators of yeast V-ATPase proton pumping, primary screen, pHLuorin cytosolic pH fluorescence | S. cerevisiae | response, % at 10 µM | actives 0.37% (n = 350,000); in the data active = response mostly above about 7.3%, no sharp cut-off; inactive = mostly below about 5.4%; also: actives read high; inactives centre near 0; some compounds called inactive have numbers as strong as hits; reference of the scale not given here
MITF act = activators of MITF-driven TRPM1 promoter reporter, primary screen, cell-based, SK-MEL-5, luciferase, single point | SK-MEL-5 TRPM1-promoter luciferase, 24 h; % of positive control, neutral wells = 0 | activation, % at 12.5 µM | actives 0.75% (n = 300,000) | AID 588334, 2011;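 active = mean activation of at least 80% with every replicate also reaching 80%; inconclusive = mean reaches 80% but some replicate falls short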;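 also: 0% = neutral control wells and 100% = parthenolide positive control wells; values of inactives mirror those of a sister screen read the other way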
CAL PDZ FP-1 = untagged CAL PDZ binding inhibitors, primary screen, biochemical, fluorescence polarization, HTS | Golgi-associated PDZ and coiled-coil motif-containing protein (Homo sapiens), Q9HD26 | purified CAL PDZ, TMR-peptide fluorescence polarization, 1 h | inhibition, % at 24.9 µM | actives 0.92% (n = 300,000) | AID 602252, 2012;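 active = mean inhibition of at least 30% with at least half of replicates also reaching 30%; inconclusive = no clear call, values can overlap the other calls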;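 also: 0% = DMSO neutral control and 100% = excess unlabeled competitor peptide PRC23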
dFosB act = activators of delta FosB homodimer, primary screen, biochemical, fluorescence polarization, TAMRA-CDK5 oligo, single point. Protein FosB (Mus musculus), P13346. purified delta FosB; percent of positive-control signal above neutral wells. activation, % at 25 µM. actives 0.99% (n = 340,000);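 active = mean activation above about 17%, with every replicate also reaching it, limit read from the data, passing the limit was not always enough; inconclusive = only one of the two conditions met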;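 also: fluorescence polarization rise as delta FosB binds a TAMRA Cdk5 AP-1 oligo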
CDK5 inh = inhibitors of human CDK5/p35 kinase, primary screen, biochemical, single concentration. Cyclin-dependent kinase 5 (Homo sapiens) + Cyclin-dependent kinase 5 activator 1 (Homo …. Recombinant CDK5/p35, ADP-Glo luminescence, 60 min. inhibition, % at 10 µM. actives 0.01% (n = 330,000). AID 488839, 2010;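 active = highest replicate inhibition of at least 50% and at least 75% of replicates reaching 50%; inconclusive = only one of the two criteria met; inactive = both criteria failed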;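 also: plate controls were DMSO neutral control for no effect and GW8510 at 10 µM for full effect; many of its hits are not listed in these tables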
Target sequence (Q00535 whole entry, looked up): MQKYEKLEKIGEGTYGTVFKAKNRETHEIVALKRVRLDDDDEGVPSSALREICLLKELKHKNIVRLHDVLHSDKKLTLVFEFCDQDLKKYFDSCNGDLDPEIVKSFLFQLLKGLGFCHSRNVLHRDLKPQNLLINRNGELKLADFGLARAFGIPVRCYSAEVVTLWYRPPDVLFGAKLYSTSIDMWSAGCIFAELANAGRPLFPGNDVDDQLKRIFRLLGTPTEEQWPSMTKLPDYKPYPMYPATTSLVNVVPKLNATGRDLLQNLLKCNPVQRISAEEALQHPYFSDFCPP
Target sequence (Q15078 whole entry, looked up): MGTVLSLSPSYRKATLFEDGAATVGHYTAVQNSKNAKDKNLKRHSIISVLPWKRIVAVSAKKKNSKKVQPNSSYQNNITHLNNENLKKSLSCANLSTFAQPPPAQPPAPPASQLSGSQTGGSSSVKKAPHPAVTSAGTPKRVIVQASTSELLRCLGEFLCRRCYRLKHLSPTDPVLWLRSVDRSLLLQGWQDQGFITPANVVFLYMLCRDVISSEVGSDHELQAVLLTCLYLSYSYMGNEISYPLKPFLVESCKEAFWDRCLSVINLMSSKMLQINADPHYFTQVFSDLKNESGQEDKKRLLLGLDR
cardiac RTF act = cardiac RTF calcium sensitivity activators, primary screen, biochemical, IANBD-TnC fluorescence, EC20 calcium; Troponin I, cardiac muscle (Homo sapiens) + Troponin T, cardiac muscle (Homo sapiens) + …; IANBD-labeled TnC RTF fluorescence at EC20 calcium; 0% EC20 calcium, 100% full calcium; activation, % at 7.2 µM; actives 0.24% (n = 340,000);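 active = activation above the mean over all tested compounds plus 3 SD, cut at about 30% in these data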;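 also: rise in fluorescence read as greater calcium sensitivity of cardiac thin filaments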
CAL PDZ FP-2 = CAL PDZ peptide-binding inhibitors, primary screen, biochemical, fluorescence polarization, Cer-tagged CAL PDZ, HTS; inhibition, % at 20 µM; AID 504414, 2011; actives 0.02% (n = 330,000); Golgi-associated PDZ and coiled-coil motif-containing protein (Homo sapiens), Q9HD26; purified CAL PDZ, TMR-peptide fluorescence polarization, 1 h;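 active = highest replicate inhibition of at least 40%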;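 also: plate controls were DMSO neutral control wells for no effect and unlabeled competitor peptide control wells for full effect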
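Material: tagged CAL PDZ domain; buffer or medium: 25 mM sodium phosphate pH 7.4, 150 mM NaCl, TCEP, IgG, Thesit; compound dosing: single point, 20 µM; schedule: 1 h incubation at room temperature before polarization reading; measured by: FP readout, S and P plane fluorescence; read-out basis: percent inhibition from loss of millipolarization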
Starred values were filed as active, the others as inactive; ? = inconclusive; / = not tested or not shown; & = joins results of further samples.

SMILES	Wnt bcat act	Tat transport	Rtt109 HAT inh	V-ATPase pHluor	MITF act	CAL PDZ FP-1	dFosB act	CDK5 inh	cardiac RTF act	CAL PDZ FP-2
Cc1ccc(/C=C/C(=O)NCC2COc3ccccc3O2)o1 (stereo unspecified)	2	14	5	4	16	-1	-1	-0.5	1	-0.1
CN(Cc1ccccc1NS(=O)(=O)c1ccc2ccccc2c1)C1CCCCC1	-1	10	8	1	0	-1	-12	1.1	1	-0.9
Cc1cc(N2CCN(C)CC2)nc2ccc(NC(=S)N3CCN(c4ccc(F)cc4)CC3)cc12	-4	5	-4	0	-17	-4	-2	0.9	-1	-0.9
CCN(CC)CCNC(=O)c1ccc(Cl)c(S(=O)(=O)Nc2ccc(Cl)cc2)c1	-3	15&-8	2&3	5&-2	-4&12	-3&-4	-6&-14	-1.5&1.6	2&5	0.1
CC(=O)Nc1ccc(C2=NN(C)C(=NCc3ccccc3)SC2)cc1	-1	-3	20	-2	3	-2	-8	0.7	4	0.5
O=C(Nc1ccc(N2CCOCC2)c(Cl)c1)c1ccc(Br)o1	53*	-5	-8	-2	106*	1	-4	0.5	-3	0.3
Cn1c(N2CCOCC2)nc2c1c(=O)n(Cc1ccc(Cl)c(Cl)c1)c(=O)n2C	-8	3	2	0	3	-2	-4	1.1	-1	-2.0
O=C(O)Cn1cc(C(=O)C(F)(F)F)c2ccccc21	-1	-4	-14	-2	-9	-2	2	1.1	9	0.0
CCCN1CCN(C(=O)C2CCCN(c3ncnc4c3nc3n4CCCCC3)C2)CC1 (stereo unspecified)	-2	2	8	0	6	-1	-6	-0.4	-1	-1.0
Oc1cc(O)c(CN2CCOCC2)cc1CN1CCOCC1	2	-2	101*	-2	-8	/	2	1.4	-5	-0.5
COc1ccc(C(=O)N2CCN(c3nnnn3-c3ccccc3)CC2)cc1OC	/	3	2	2	/	-1	-1	-1.6	-2	-0.2
CSCCC1NC(=O)N(CC(=O)Nc2ccc(-c3ccccc3)cc2)C1=O (stereo unspecified)	6	5	18	-7	19	-3	-3	-1.6	4	-1.0
COc1ccccc1C(CNC(=O)c1cccc(S(=O)(=O)Nc2ccc(C)cc2)c1)N1CCCC1 (stereo unspecified)	-1	1	21	4	14	0	-3	1.6	0	-3.0
O=C(COC(=O)Cc1ccccc1)NCc1ccc2c(c1)OCO2	0	-3	4	9	-5	/	-2	-0.9	-6	0.0
CC[C@H](C)C1NC(=O)[C@H](CC(=O)O)NC(=O)c2cc([N+](=O)[O-])cc(I)c2NCCC(C(N)=O)NC1=O (stereo partly specified)	2	-2	-14	-1	-7	0	2	0.5	9	0.2
Oc1ccc(N=Nc2ccccc2C(F)(F)F)c2cccnc12	-9	3	1	-2	-73	1	-6	3.1	-7	/
COc1cc(NC(=O)c2cc3c(CO)cnc(C)c3oc2=Nc2cccc(C(N)=O)c2)cc(OC)c1	-3	-1	7	-3	-5	-1	-9	0.1	-5	-0.7
COC(=O)c1ccc(NC(=O)CNc2ccccc2)cc1	1	-9	-4	-4	7	43*	-2	-2.6	3	-1.0
C=CCOc1ccc(/C=C/C(=O)OCC(=O)N(C)C2CCS(=O)(=O)C2)cc1 (stereo unspecified)	-1	1	0	0	6	2	-4	1.8	-4	-1.8
CCc1ccc(OCCn2cccn2)cc1	-4	21	-3	-2	37	-3	5	0.9	-4	-1.5
CCS(=O)(=O)c1ccc2oc(Nc3ccccc3C)nc2c1	/	-6	1	6	?	5	-4	0.5	8	-1.2
Cc1cccc(-n2c(-c3ccco3)n[nH]c2=S)c1	3	-4	8	-2	11	-5	-2	0.0	8	-0.1
Cc1cc(F)ccc1S(=O)(=O)Nc1ccc(C(=O)N(C)Cc2ccco2)cc1	-2	-1	-6	-3	12	-4	-2	1.6	-1	-2.2
Nc1nnc(SCc2ccccc2)n1-c1ccccc1	/	-14	-8	3	2	3	2	-0.6	-4	-0.7
O=C(COC(=O)c1n[nH]c2ccccc12)NCc1ccccc1	-1	5	-2	4	/	1	-7	-0.9	3	-2.4
c1ccc(CSCc2nc3ccccc3[nH]2)cc1	/	3	2	-1	111*	-2	3	-1.7	0	-0.3
CCN(CC)c1ccc(/C=N/N2CC(=O)NC2=S)cc1	3	-13	2	3	16	-2	-3	3.3	1	0.5
O=[N+]([O-])c1ccc(Sc2n[nH]c(-c3ccccc3)n2)nc1	12	-3	-8	-1	/	1	4	-0.8	-2	-0.3
Fc1ccc(-c2cnc[nH]2)cc1	/	-6	-1	-5	27	/	1	0.6	-3	1.3
CCCNC(=O)CCc1c(C)nc2nc(C)nn2c1C	22	11	0	4	1	-4	4	0.9	-4	-0.6
CCOC(=O)c1c(C)[nH]c(C)c1C(=O)COC(=O)c1ccc(OC)cc1	-1	0	4	-4	-10	/	-2	-1.3	6	-0.7
CCOC(=O)c1nnn(-c2nonc2N)c1CN(C)Cc1ccccc1	/	3	-1	/	-2	/	-19	-2.2	-2	-0.4
CC1CCC(C(C)C)C(OC(=O)C[n+]2cc(-c3ccc(Cl)cc3)n3c2CCCCC3)C1 (stereo unspecified)	/	11	?	4	-86	-2	-11	0.4	1	-0.8
CC(C)(O)CCc1c(-c2ccc(O)cc2O)oc2c3c(cc(O)c2c1=O)OC(C)(C)C=C3	-6	12	-4	-3	/	-1	-15	-1.0	0	-0.6
COCC(=O)N1CCCC(CNS(=O)(=O)c2ccc(OC)cc2)C1 (stereo unspecified)	1	19	2	-2	-3	4	6	0.9	11	-0.9
COCCNC(=O)c1cnn2c(C(F)F)cc(-c3ccc(C)cc3)nc12	/	4	2	2	-20	-5	-27	-0.1	2	-4.8
CC[C@@H](C)[C@H](NC(=O)C1CCN(C(=O)[C@@H](NS(=O)(=O)c2ccc(C)cc2)C(C)C)CC1)C(=O)O	/	-3	7	-2	5	0	4	6.7	2	0.0
COc1ccc(NC(=O)CCC(=O)OCc2ccc(C(=O)Oc3ccc(Cl)cc3)cc2)cc1	/	1	-12	1	-6	-11	8	-2.0	7	-0.7
O=C(CN1CCN(C2CCS(=O)(=O)C2)CC1)N1N=C(c2ccc(Cl)cc2)CC1c1ccco1 (stereo unspecified)	-3	-2	-4	-3	-24	-2	-11	-0.3	1	-2.3
COC(=O)C1=COC(C)C2CN3CCc4c([nH]c5cc(OC)c(OC)cc45)C3CC12 (stereo unspecified)	-1	-8	-10	-1	-9	-1	-17	-0.8	30*	1.5
CC(/C=C/c1ccc2c(c1)OCO2)=N\NC(=O)c1cccc([N+](=O)[O-])c1	0	0	-6	-4	-4	-2	-5	3.2	-3	-1.1
COc1ccc(COCC(O)CN2CCc3ccccc3C2)cc1OC (stereo unspecified)	-2	-1	-7	-6	-6	2	0	-0.1	-1	-0.5
CSc1ccccc1OCc1cc(C(=O)N[C@H]2CCCCNC2=O)no1	29	1	-7	1	96*	1	-13	-1.1	-2	-0.2
CCC(C)NC(=O)c1ccc(CSCc2ccc(Cl)cc2)o1 (stereo unspecified)	0	-5	-2	1	3	-2	-9	-0.9	2	0.3
COc1cc(OC)cc(-n2nnnc2SCC(=O)N2CCCC2)c1	/	-7	7	0	-3	-4	-8	-4.5	-3	-1.9
O=C(NC1CCCCC1)NC1CC2CCC(C1)N2C(=S)NCc1ccco1 (stereo unspecified)	-2	1	-16	-2	-3	-1	-11	-7.9	7	-1.7
O=C(Nc1nc(-c2cccs2)c(-c2cccs2)s1)C1CCCC1	-1	-2	-21	0	-8	-2	-1	3.2	-2	-0.9
CC(=O)c1ccc(S(=O)(=O)Nc2c(C)nn(C)c2C)cc1	-1	16	6	2	0	-1	-3	-0.7	0	-1.7
CCCCC(=O)Nc1ccc(C(=O)NCCN2CCOCC2)cc1	0	1	9	-2	/	-1	-6	-2.9	11	-2.7
CCOC(=O)C1CCCN(C(=O)/C=C/c2ccccc2[N+](=O)[O-])C1 (stereo unspecified)	9	-11	-5	3	-4	-4	0	-0.5	3	0.6
CN(C)CCCN1C(=O)c2cc3ccccc3cc2C1=O	0	-1	-6	2	/	10	12	0.1	-2	1.0
CCOc1ccc(CNS(=O)(=O)c2cccs2)cc1OCC	-1	-7	1	7	-6	-3	1	2.0	-3	-1.9
O=c1cc(-c2ccccc2)oc2cccc(O)c12	-1	1	0	-3	21	-2	-3	2.0	-5	-0.1
CC(C)(C)C(=O)Nc1ccc(Sc2ccc([N+](=O)[O-])cc2)cc1	-3	10	-2	3	-1	2	1	/	2	-0.1
CS(=O)(=O)NCc1csc(-c2ccccc2)n1	/	-5	-2	1	-2	-8	-7	-0.4	3	-0.5
CCOC(=O)c1c(C)nn(Cc2ccccc2)c1N	-4	-6	-3	-1	/	0	8	0.4	4	-1.2
CCCCn1c2ccc(C)cc2c2nnc(SCCN3CCCCC3)nc21	-2	17	-4	1	21	-5	-19	-0.6	2	-1.6
COc1ccc(NC(C)C(=O)N/N=C/c2ccc([N+](=O)[O-])s2)cc1 (stereo unspecified)	-1	4	12	-1	-60	-4	0	-1.0	-3	0.4
C/C(=N\Nc1cccc2cccnc12)c1ccccn1	15	-1	-11	1	46	-1	-1	3.6	-1	-1.8
Cc1ccc(C(=O)N2CCN(c3ncccn3)CC2)cc1	-1	-4	1	2	0	-4	-7	-0.3	2	/

Following part:
SMILES	Wnt bcat act	Tat transport	Rtt109 HAT inh	V-ATPase pHluor	MITF act	CAL PDZ FP-1	dFosB act	CDK5 inh	cardiac RTF act	CAL PDZ FP-2
O=C(CC1Sc2ccccc2NC1=O)NNc1cc(Cl)ccc1Cl (stereo unspecified)	-22	0	-2	-3	23	/	16	-0.3	-1	-0.3
COc1ccccc1Cn1c(/C=C/c2ccccc2)nc2ccccc21	38*	4	-2	1	39	-5	-1	1.6	2	-0.4
Cc1cnc(C(=O)OC(C)C(=O)Nc2ccc(Oc3ccccc3)cc2)cn1 (stereo unspecified)	-3	1	7	5	26	-4	-4	-1.5	2	0.0
COCCn1cnc2cc(C)c(C)cc21	/	-4	-6	0	-5	-1	0	1.8	-2	-0.3
